GALK inhibitor: inhibitors of human galactokinase | P51570 | Purified GALK, Kinase-Glo residual ATP luminescence | Potency, µM (top dose mostly 57.5 µM), inactives show at the highest dose activity change, negative = inhibition, usual class: inhibitors | actives 0.007% (n = 270,000); note: potency is the fitted concentration of half-maximal effect; % is set by controls: 0 for no effect and ±100 for the full control effect
Target sequence (P51570 whole entry, looked up): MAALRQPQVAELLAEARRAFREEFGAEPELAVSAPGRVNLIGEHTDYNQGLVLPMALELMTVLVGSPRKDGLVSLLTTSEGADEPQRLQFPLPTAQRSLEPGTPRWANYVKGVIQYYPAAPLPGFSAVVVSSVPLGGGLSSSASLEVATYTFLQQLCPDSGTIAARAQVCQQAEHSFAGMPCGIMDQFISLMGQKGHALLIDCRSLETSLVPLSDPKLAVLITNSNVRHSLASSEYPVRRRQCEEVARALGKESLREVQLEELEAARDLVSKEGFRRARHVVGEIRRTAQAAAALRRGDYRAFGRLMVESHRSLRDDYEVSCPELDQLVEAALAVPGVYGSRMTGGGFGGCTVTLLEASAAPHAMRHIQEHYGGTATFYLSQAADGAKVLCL
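Kinase-Glo Plus luminescence measured ATP left after a 1 h room-temperature reaction. The reaction used 5 nM GALK, 100 uM galactose and 35 uM ATP at pH 8.0 (20 mM HEPES, 5 mM MgCl2, 60 mM NaCl, 1 mM DTT, 0.01% BSA).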
S-ASM inh: inhibitors of human secretory acid sphingomyelinase | actives 0.006% (n = 340,000) | placental ASM, HMU-PC fluorogenic substrate, 60 min | P17405 | AID 504937 | Potency, µM (titrated, usually from 57.5 µM), inactives show at the top dose activity change, negative = inhibition, usual class: inhibitors; note: potency is the fitted concentration of half-maximal effect
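Human placenta-derived ASM enzyme was preincubated with compound for 10 minutes at room temperature, then given fluorogenic substrate HMU-PC0 (9 uM final) for 60 minutes at 37 °C; a pH 10 stop preceded fluorescence reading at Ex 386/Em 447 nm.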
BCR signal inh: blocks chronic active B-cell receptor signaling; ABC-DLBCL IkBa-CBG/CBR reporter, luminescence ratio, 4 h; Potency, µM (highest dose often 46.1 µM), without a hit: at the highest dose ratio change, negative = lower green/red ratio, most hits filed as inhibitors; actives 0.05% (n = 340,000); AID 493014; active = well fitted inhibition curve with a large enough effect in the signal ratio, with a control signal flat, not every such curve was filed as active; inconclusive = small, poorly fitted or top-dose-only effect, or effect the other way, or a change in a side signal; the % refers to the signal ratio;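 note: potency is the fitted concentration of half-maximal effect; plate controls were basal doxycycline-induced cells for no effect and cells given 10 µM MG132 for full effect; MG132 reads +100%, hits lower the ratio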
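Doxycycline induced both beetle luciferases in TMD8 lymphoma cells; IKK-driven degradation limits the IkappaBalpha-fused green signal, while red luminescence normalises for cell number and nonspecific effects. Compounds tested up to 46 uM, 4 hrs.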
Giardia kill: Giardia lamblia killing. activity change, % at 7.66 µM, hits read low. actives 0.15% (n = 340,000). Giardia lamblia trophozoite viability; in the data active = activity change below about -80%; inconclusive = between about -30% and that limit;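 note: parasites exposed to compound for two days anaerobically before the ATP read; % is set by controls: 0 for no effect and ±100 for the full control effect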
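Trophozoite viability was measured as ATP-dependent luminescence, read 15-30 min after reagent addition. Before that, parasites at 100 cells/well were exposed to compounds for 48 h, anaerobically, at 37 deg C.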
FBPA coupling cs: coupling enzyme interference in Giardia aldolase counter-screen; coupling enzyme system counterscreen, AmpLite Red fluorescence; activity change, negative = inhibition, % at 58.2 µM, hits read low; actives 0.67% (n = 290,000); AID 2472; in the data active = activity change below about -30%; note: % is set by controls: 0 for no effect and ±100 for the full control effect
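Compounds tested against the coupling enzymes alone at 57.5 uM final; readout was AmpLite Red fluorescence (525/598 nm) after 20 min at RT.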
Tb PFK block: blocks T. brucei phosphofructokinase. Potency, µM (highest dose often 57.5 µM), for inactives: top-dose activity, negative = inhibition, actives largely listed as inhibitors. O15648. actives 0.17% (n = 330,000). T. brucei PFK, ADP-Glo luminescence;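 note: potency is the fitted concentration of half-maximal effect; 0% = uninhibited 1x PFK enzyme wells and -100% = no-enzyme wells; nearly all actives have a fitted effect of over 60% in size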
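1.25 nM PFK with 0.5 mM F6P and 0.1 mM ATP in 0.1 M TEA pH 8.0, 5 mM MgCl2, incubated 45 min at room temperature; ADP measured by ADP-Glo luminescence; compounds titrated up to 57 uM.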
TSG101-PTAP inh: blocks PTAP/TSG101 interaction to inhibit HIV-1 budding; Fluorescence polarization, FITC-PTAP peptide / Tsg101 binding; Potency, µM (top dose mostly 115 µM), inactives show at the top dose activity change, negative = inhibition, actives largely listed as inhibitors; 340,000 tested, under 10 active; active = well fitted inhibition curve with a large enough effect in the main read-out, with a control signal flat, not every such curve was filed as active; inconclusive = small, poorly fitted or top-dose-only effect, or effect the other way, or a change in a side signal; inactive = no such curve, though single readings can be large or run the other way; note: potency is the fitted concentration of half-maximal effect; % of control where 0% means no effect
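Steps: Tsg101 binding domain dispensed (10 uM final), compounds pinned in DMSO, FITC-labeled PTAP-motif peptide added (50 nM final); after 20 min binding at room temperature, polarization measured.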
PKM2 act: activators of human pyruvate kinase M2 | P14618 | purified PKM2, Kinase-Glo ATP luminescence, activation; response scale: 0% is enzyme alone, no compound | Potency, µM (top dose mostly 57.5 µM), for the others: at the highest dose activation, usual class: activators | actives 0.34% (n = 260,000); note: potency is the fitted concentration of half-maximal effect; % is set by controls: 0 for no effect and ±100 for the full control effect; nearly all actives have a fitted effect of over 55% in size
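Purified hPK-M2 (>95% pure) converted ADP (0.1 mM final) to ATP with 0.5 mM PEP in 50 mM imidazole pH7.2, KCl, MgCl2, Tween 20, BSA; 1 h at room temperature. ATP detected by Kinase-Glo luminescence.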
Menin MLL FP TR: menin-MLL binding inhibition, Texas Red mutant peptide. Menin + Texas Red MLL mutant peptide, fluorescence polarization. Potency, µM (doses to about 61.6 µM), for the others: top-dose FP activity change, negative = inhibition, actives largely listed as inhibitors. actives 0.23% (n = 270,000). AID 1768; active = well fitted inhibition curve with a large enough effect in the polarisation, with a control signal flat, not every such curve was filed as active; inconclusive = small, poorly fitted or top-dose-only effect, or effect the other way, or a change in a side signal; inactive = no such curve, though single readings can be large or run the other way; the % refers to the polarisation; note: potency is the fitted concentration of half-maximal effect; % of control where 0% means no effect; many of its hits are not listed in these tables
Target sequence (O00255 whole entry, looked up): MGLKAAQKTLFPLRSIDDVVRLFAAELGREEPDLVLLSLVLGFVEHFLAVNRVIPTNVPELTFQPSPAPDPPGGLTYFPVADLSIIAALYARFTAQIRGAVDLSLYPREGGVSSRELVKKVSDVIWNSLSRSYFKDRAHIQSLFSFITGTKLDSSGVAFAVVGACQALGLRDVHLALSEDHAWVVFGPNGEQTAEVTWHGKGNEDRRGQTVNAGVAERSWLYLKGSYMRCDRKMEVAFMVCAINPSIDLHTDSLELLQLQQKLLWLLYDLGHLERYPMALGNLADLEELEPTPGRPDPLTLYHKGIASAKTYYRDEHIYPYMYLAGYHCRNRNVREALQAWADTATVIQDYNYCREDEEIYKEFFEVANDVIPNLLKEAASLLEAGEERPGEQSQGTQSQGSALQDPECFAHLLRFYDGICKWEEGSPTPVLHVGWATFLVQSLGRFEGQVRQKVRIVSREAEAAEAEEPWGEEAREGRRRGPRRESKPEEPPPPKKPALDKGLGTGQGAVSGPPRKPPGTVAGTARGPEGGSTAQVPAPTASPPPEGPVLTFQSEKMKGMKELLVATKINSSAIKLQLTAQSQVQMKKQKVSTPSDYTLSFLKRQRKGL
B2AR arrestin: agonists driving beta-arrestin recruitment to human beta2-adrenergic receptor; P07550; beta-arrestin recruitment to beta2AR, cell-based reporter; Potency, µM (doses to about 46.1 µM), without a hit: top-dose activation, usual class: activators; actives 0.02% (n = 330,000); AID 492947;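 note: potency is the fitted concentration of half-maximal effect; 0% = DMSO controls and full agonism = EC100 isoproterenol or metaproterenol; nearly all actives have a fitted effect of over 65% in size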
a7 integrin act: activates integrin-mediated alleviation for muscular dystrophy; Potency, µM (titrated, usually from 38.3 µM), without a hit: at the top dose activation, usual class: activators; actives 0.064% (n = 350,000); alpha7betagal myoblasts, beta-gal FDG fluorescence, 48 h;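 note: potency is the fitted concentration of half-maximal effect; 100% = response of the positive control SU9516; nearly all actives have a fitted effect of over 60% in size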
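alpha7betagal+/- myoblasts (passage 13, 250/well) treated 48 h at 37C with compounds at 1:260 dilution of DMSO stock. Lysed, then beta-galactosidase activity read as FDG fluorescence (ex 480/em 540) after 30 min, with pre-read for autofluorescence.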
* hit, by the source's call; ? = inconclusive; nt = not tested or not shown; [ ] = remark or other dose. Unless noted, calls come from the whole dose curve; as a rule, active = well fitted curve in the direction sought with a large enough effect; inconclusive = small, poorly fitted or top-dose-only effect, or another doubt; inactive = no such curve, though single readings can be large; an effect the other way counts as inactive or inconclusive. Some of the compounds tested; count on the stated rates, not on these rows.

SMILES | GALK inhibitor | S-ASM inh | BCR signal inh | Giardia kill | FBPA coupling cs | Tb PFK block | TSG101-PTAP inh | PKM2 act | Menin MLL FP TR | B2AR arrestin | a7 integrin act
CCC(=O)N1CCN(c2ccccc2NC(=O)COc2ccc(C(C)C)cc2)CC1 | -9% | -14% | ? | -27 | nt | -5% | -5% | -5% | nt | -0.7% | 4%
COc1ccccc1CNC(=O)[C@H](C)NC(=O)C1CCN(C(=O)[C@H](CCSC)NC(=O)OC(C)(C)C)CC1 | nt | 1% | ? | ? | -2 | -4% | 0% | 0% | -7% | -0.8% | 0%
COc1ccc(OC)c(CCNC(=O)Cn2cccc2C(=O)c2ccccc2)c1 | -3% | -1% | -6% | 9 | 1 | 0% | -4% | nt | -10% | 0.3% | 16%
CC(=O)Nc1nc(CCC(C)C)cc2c1c(=O)oc1ccccc12 | -2% | 41% | 4% | -1 | 2 | -2% | -3% | -14% | -5% | 0.0% | -13%
Cn1c(=O)c2c(ncn2CC(=O)OCC(=O)NC(c2ccccc2)c2ccccc2)n(C)c1=O | 2% | -1% | 3% | -4 | 1 | 7% | 0% | -2% | 0% | -0.9% | 17%
O=C(CC1C(=O)NCCN1Cc1ccccc1C(F)(F)F)NC1CCC1 (centres undefined) | 6% | 9% | 11% | 13 | nt | -6% | -4% | -3% | nt | 0.1% | -9%
CCN=c1sc(C(=O)Nc2ccccc2)c(C)n1CC | 0% | 3% | 9% | 25 | 1 | -2% | 0% | 0% | 0% | -0.9% | ?
Cc1cccc(NC(=O)CCN2CCOCC2)c1 | 7% | 0% | 4% | 21 | 1 | -3% | 0% | -6% | 1% | -0.1% | 20%
CCN1C=CC2=C(C#N)C(N)C(C#N)(C#N)C(c3ccccc3C(F)(F)F)C2C1 (centres undefined) | -2% | nt | -10% | -5 | -1 | 1% | -13% | 0% | 1% | 0.6% | -41%
CCN1C(=O)[C@H]2[C@@H](c3ccc(C)cc3)N3C(=O)N(c4cccc(Br)c4)C(=O)[C@@]3(CC(C)C)[C@H]2C1=O | nt | -5% | ? | -6 | nt | -2% | -5% | nt | nt | -0.1% | 7%
CN(CC1CCN(CCc2cccc(C(F)(F)F)c2)CC1)C(=O)c1ccccc1 | -1% | 3% | -1% | -11 | 1 | -10% | -2% | 0% | -24% | -0.2% | 18%
CCOC(=O)N1CCN(C(=O)C2CCCN(S(=O)(=O)c3c(C)cc(C)cc3C)C2)CC1 (centres undefined) | -3% | -3% | 0% | -21 | 0 | 0% | nt | 2% | -10% | 0.1% | -49%[inhibitor]
COc1ccccc1OCC(=O)N1CCCC(Nc2ccc(C)c(C)c2)C1 (centres undefined) | 0% | 2% | 0% | 3 | nt | 1% | -2% | 1% | nt | -0.6% | 0%
O=C(Nc1cccc2cccnc12)c1ccc(Br)o1 | -3% | -1% | ? | 1 | -2 | 0% | -6% | -1% | 22% | 0.5% | -25%
COc1ccc(CCNS(=O)(=O)c2ccc3c(c2)NC(=O)CCS3)cc1OC | -7% | 1% | 4% | 7 | nt | -3% | 0% | nt | nt | 0.3% | 16%
Cc1ccc(NC(=O)C2=CC=CN3CCS(=O)(=O)N=C23)cc1 | nt | -2% | 1% | -13 | nt | 0% | -1% | nt | nt | -0.1% | 4%
CC(=O)c1ccc(S(=O)(=O)N2CCN(C)CC2)cc1 | 0% | 2% | -2% | 5 | -5 | 5% | -6% | -5% | 19% | -0.4% | -12%
CCc1c(C)nc2ncnn2c1N1CCCC(C(=O)Nc2cc(F)ccc2C)C1 (centres undefined) | 0% | 1% | ? | 1 | 7 | -3% | -7% | 0% | 2% | 0.1% | ?
COc1ccc(S(=O)(=O)Nc2cc3c4c(c2)CCC(=O)N4CCC3)cc1C | nt | -2% | -14% | -23 | nt | -3% | -1% | nt | nt | -0.2% | -34%
CCCCC(=O)N/N=C(/C)C1=C(C)C(C)(C)OC1=O | 10% | -3% | 2% | 4 | 3 | -1% | 2% | nt | 0% | 0.1% | 1%
Cc1nc2c(C#N)c[nH]n2c(=O)c1CCO | 1% | 2% | 1% | 6 | -6 | 3% | -6% | -2% | nt | 0.4% | 0%
O=C(NNc1ccc([N+](=O)[O-])cc1)c1ccco1 | 7% | -2% | 3% | -6 | 1 | -16% | -3% | -11% | 3% | -0.2% | 26%
O=C(CNS(=O)(=O)c1ccc(F)cc1)Nc1ccc(C(F)(F)F)cc1 | 0% | -3% | 17% | 4 | -1 | -3% | -2% | -3% | ? | -0.4% | -18%
CCN(CC)CCNC(=O)Cn1nc(-c2ccccc2)c2ccccc2c1=O | -1% | -1% | 1% | 24 | 0 | 1% | -8% | 0% | -2% | -0.1% | 10%
O=C(O)c1cccc(Nc2nc(-c3ccccc3)nc3ccccc23)c1 | -1% | -1% | 0% | 6 | 12 | 6% | -2% | nt | ? | 0.3% | ?
Fc1cccc(Cl)c1CNCc1cccnc1 | 5% | 0% | 8% | 0 | 1 | -2% | -2% | 7% | -6% | 0.4% | 12%
CCc1nnc(NC(=O)c2cnccn2)s1 | -2% | 3% | 22% | -2 | 4 | 1% | -2% | 4% | ? | 0.1% | 8%
COc1cc2c(C(=O)NCCCN3CC(C)CC(C)C3)cn(CC(C)C)c(=O)c2cc1OC (centres undefined) | 1% | -1% | -4% | 3 | 0 | -2% | -3% | 0% | 1% | -0.5% | -4%
O=C(Nc1ccc(Cl)cn1)c1ccc(Br)c(S(=O)(=O)N2CCCCC2)c1 | -1% | -2% | -2% | 16 | 4 | -2% | 33%[activator] | 3% | 34%[activator] | 3.8% | -24%
CC(C)c1ccc(OCC(=O)N(Cc2ccccc2)c2ccccn2)cc1 | 1% | -12% | 3% | 20 | 1 | 0% | -4% | 0% | -3% | 0.2% | -12%
CCn1c(C)nc2c(=O)oc3ccccc3c21 | 0% | 1% | ? | 3 | 0 | -14% | -12% | 11% | -24% | -0.2% | 4%[7.66 µM]
Cc1noc(C)c1COc1cccc(C(=O)OCCOc2ccc(F)cc2)c1 | 2% | -5% | 0% | 13 | 3 | 7% | -3% | 0% | -4% | -0.3% | 5%
CCOC(=O)c1cc2c(=O)n3ccccc3nc2n(C(C)C)c1=NC(=O)c1ccco1 | -1% | nt | 10% | 7 | -2 | 0% | 0% | nt | -16% | 0.1% | -23%
COC(=O)c1c(NC(=O)C2(C)Cc3ccccc3C(=O)O2)sc2c1CCCC2 (centres undefined) | -2% | -3% | 1% | 22 | 0 | 1% | -3% | 2% | -10% | -0.6% | -31%
CC(=O)N1CCCc2cc(S(=O)(=O)NC(C(=O)NCc3ccc(C)cc3)C(C)C)ccc21 (centres undefined) | 0% | -2% | -1% | -7 | 3 | 3% | 0% | 0% | 18% | 0.9% | -9%
CC1(C)CC(=O)C(C=NCCN2CCN(CC(=O)Nc3ccccc3)CC2)=C(O)C1 | nt | 6% | 0% | 23 | -1 | -4% | -1% | -1% | -7% | -0.5% | -2%
O=C(NC1CC1)C1CC(=O)N(c2cccc(Cl)c2Cl)C1 (centres undefined) | 6% | 3% | -1% | -10 | nt | 2% | 0% | 9% | nt | 0.2% | -37%
COc1cc(S(=O)(=O)NC2CCCCC2)ccc1Cl | -1% | -5% | 0% | 7 | 3 | -6% | 2% | ? | 14% | -0.2% | 9%
CC(=O)Nc1ccc(C(=O)NNC(=O)CCc2ccccc2)cc1 | 1% | 3% | -8% | -3 | 1 | 0% | -8% | 0% | 2% | -0.7% | 0%
C/C(=N\Nc1nccnc1Cl)c1ccc(Br)cc1 | -2% | -2% | -18% | -8 | -1 | 1% | 1% | 0%[11.5 µM] | 4% | -0.7% | -5%
O=C(NCc1ccccc1Cl)C1CCC(=O)N(C2CC2)C1 (centres undefined) | -1% | nt | 1% | 10 | nt | 0% | -1% | 1% | nt | 0.0% | 22%
COc1cc(OC)cc(-c2c(-c3cccs3)c3cc(-c4ccc(OC)c(OC)c4)ccc3n2C)c1 | nt | 41% | -2% | -18 | nt | -2% | -4% | nt | nt | -0.8% | -15%
Cc1ccc(N(CCC#N)C(=O)COC(=O)C2=COCCO2)cc1 | nt | -3% | 1% | 0 | nt | -5% | 1% | nt | nt | 0.3% | 1%
CCOC(=O)Nc1sc2c(c1C#N)CCC(C)C2 (centres undefined) | 0% | -3% | 2% | 13 | 1 | -3% | -3% | 19% | -1% | 0.2% | -4%
COc1ccc(S(=O)(=O)/N=C2\C=C(Nc3ccc(O)cc3)C(=O)c3ccccc32)cc1 | 1% | -16% | ? | -5 | -32* | -17% | 0% | -28% | ? | -0.3% | -25%

Screening results deposited in PubChem BioAssay by National Center for Advancing Translational Sciences (NCATS).
